# High-throughput results deposited in PubChem by several laboratories.
# PMI activator: activators of human phosphomannose isomerase; P34949; purified human PMI, coupled resazurin fluorescence, 20 min; hits give high values; 1 = vehicle control, 0 substrate-free wells; activation factor at 20 µM; 0.005% of 190,000 active; AID 1214;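 active = activation factor of 2 or more at 20 µM, relative to plate controls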
# Target sequence (P34949 whole entry, looked up): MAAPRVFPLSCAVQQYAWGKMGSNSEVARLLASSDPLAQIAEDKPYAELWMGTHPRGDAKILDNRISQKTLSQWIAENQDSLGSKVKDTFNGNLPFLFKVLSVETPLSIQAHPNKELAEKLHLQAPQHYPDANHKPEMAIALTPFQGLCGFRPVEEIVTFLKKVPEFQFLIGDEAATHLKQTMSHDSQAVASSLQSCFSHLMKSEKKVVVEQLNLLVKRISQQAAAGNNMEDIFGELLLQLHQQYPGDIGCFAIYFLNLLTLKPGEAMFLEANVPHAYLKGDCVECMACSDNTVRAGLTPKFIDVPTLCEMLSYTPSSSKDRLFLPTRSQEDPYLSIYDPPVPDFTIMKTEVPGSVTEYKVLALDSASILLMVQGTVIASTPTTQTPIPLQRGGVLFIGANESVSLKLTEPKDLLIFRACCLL
# Diaph inh CS: inhibits diaphorase or chemically oxidizes, flagging diaphorase assay artifacts | diaphorase resazurin-to-resorufin fluorescence, NADH, 16 min; bacterial (C. kluyveri) enzyme, not human | inhibition, % at 20 µM | 0.69% of 190,000 active | AID 1217;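 active = primary screen inhibition at 20 µM above a set limit, cut at about 50% in these data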;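 also: plate controls were DMSO with full reaction for no effect and wells lacking NADH for full effect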
#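 Assay system: diaphorase enzyme from Clostridium kluyveri. Quantity: enzyme working solution with 0.14 U/mL diaphorase. Schedule: reaction incubation of 16 min at room temperature. Technique: resorufin fluorescence, excitation 544 nm, emission 590 nm. Controls: No-NADH positive control and DMSO neutral control.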
# HMGR II inh: E. faecalis class II HMG-CoA reductase inhibition. AID 1066. purified E. faecalis HMGR, NADPH absorbance 340 nm kinetic. inhibition, % at 10 µM. 0.41% of 190,000 active;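 active = inhibition above a set limit, the median over all tested compounds plus 3 SD, cut at about 9.5% in these data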;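 also: enzyme runs in reverse so mevalonate oxidation gives rising NADPH absorbance; 0% = complete reaction with DMSO and 100% = background rate lacking mevalonate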
# TNAP inh noacc: inhibitors of human TNAP without phosphate acceptor; AID 1012; P05186; 0.26% of 200,000 active; purified TNAP, CDP-star luminescence, 30 min; inhibition, % at 20 µM;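 active = tissue-nonspecific alkaline phosphatase inhibition above about 50% at 20 µM in the single-dose screen, limit read from the data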;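 also: 0% = DMSO negative control and 100% = EDTA positive control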
# Target sequence (P05186 whole entry, looked up): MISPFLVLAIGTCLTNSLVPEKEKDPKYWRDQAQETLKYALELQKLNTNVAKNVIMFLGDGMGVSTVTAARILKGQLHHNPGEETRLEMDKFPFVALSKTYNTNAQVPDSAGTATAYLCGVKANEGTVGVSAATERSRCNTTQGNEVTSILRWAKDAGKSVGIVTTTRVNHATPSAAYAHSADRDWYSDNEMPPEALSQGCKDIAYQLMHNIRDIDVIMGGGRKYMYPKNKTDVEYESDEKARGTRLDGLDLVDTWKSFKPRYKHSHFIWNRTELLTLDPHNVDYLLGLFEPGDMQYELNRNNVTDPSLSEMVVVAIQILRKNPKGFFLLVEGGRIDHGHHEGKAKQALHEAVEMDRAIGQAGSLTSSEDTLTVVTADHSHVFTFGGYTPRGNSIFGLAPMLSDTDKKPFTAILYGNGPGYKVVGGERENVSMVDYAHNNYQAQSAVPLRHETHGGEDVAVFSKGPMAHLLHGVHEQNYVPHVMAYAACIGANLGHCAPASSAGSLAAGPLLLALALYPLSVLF
# TNAP inh hiacc: TNAP (human) inhibition, high acceptor; P05186; purified TNAP, CDP-star luminescence, 1 M DEA; 0.03% of 200,000 active; AID 1135; inhibition, % at 20 µM;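 active = over 50% inhibition of tissue-nonspecific alkaline phosphatase at 20 µM in the single-dose screen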;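 also: plate controls were DMSO wells for no effect and EDTA-quenched wells as full inhibition for full effect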
# TNAP act hi DEA: increases human TNAP activity under high phosphate acceptor concentration; P05186; purified TNAP, CDP-star luminescence, 1 M DEA, 30 min; hits give high values; 0 = EDTA background, 1 = DMSO-only activity; activation factor at 20 µM; 200,000 tested, under 10 active; AID 1136;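 active = activation factor at least 2 at 20 µM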
#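 Control set: EDTA negative control, DMSO positive control / Assay system: human TNAP / Quantity: TNAP 1/800 final / Evaluation: TNAP activation factor scaled between EDTA and DMSO control wells / Measured by: luminescent substrate turnover signal / Compound dosing: one dose, 20 µM / Times: 30 min enzyme reaction at room temperature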
# PMI act satM6P: PMI (human) activation, high substrate; activation factor at 20 µM; AID 1216; 0.34% of 190,000 active; P34949; coupled PMI enzyme assay, resazurin fluorescence, 20 min; hits give high values; 1 = untreated enzyme, 0 = substrate-free blank;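 active = activation factor of 2 or more at 20 µM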
#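 test system = human PMI in coupled enzyme assay | medium = HEPES-buffered pH 7.4 with magnesium and detergent | also added = 1.0 mM mannose-6-phosphate substrate with 0.22 mM NADP+ | compound = 20 µM single dose | times = 20 min incubation at room temperature | measured by = resorufin fluorescence (Ex 544/Em 590 nm) from resazurin via diaphorase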
# G6PDH counter: L. mesenteroides G6PDH inhibition counter-screen. Purified L. mesenteroides G6PDH, diaphorase/resazurin coupled fluorescence, 45 min. inhibition, % at 5 µM. 0.12% of 200,000 active. AID 1020; in the data active = inhibition above about 50%
# Diaph act CS: diaphorase activation or chemical reduction counter-screen | Diaphorase/resazurin coupled assay, resorufin fluorescence, 16 min; hits give high values; 1 = vehicle wells, 0 = NADH-free wells | activation factor at 20 µM | 0.005% of 190,000 active | AID 1229;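 active = diaphorase activity raised at least twofold by the compound at 20 µM; inactive = activation factor below 2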
#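 Material: purified diaphorase enzyme from Clostridium kluyveri / Medium: HEPES pH 7.4 buffer with MgCl2 and Tween 20 / Schedule: enzyme reaction of 16 min at room temperature / Measured by: resorufin fluorescence, excitation 544 nm, emission 590 nm / Evaluation: rise in resorufin formation, marking diaphorase activation or chemical reduction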
# FLuc act counter: affects firefly luciferase, flagging false hits in luciferase stimulation screens. P08659. ATPlite luciferase biochemical, luminescence, 10 min; 0 = ATP-free wells, 1 = DMSO control. 200,000 tested, under 10 active. activation factor at 10 µM;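 active = luciferase activation factor, scaled between plate controls, of at least 2 with compound at 10 µM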
#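 Material: Luciferase/luciferin reagent mix; Doses: test compounds dosed from 2 mM stocks in 100% DMSO; Schedule: 10 min incubation after luciferase reagent addition, room temperature; Measured by: luminescence from luciferase reaction; Read-out: luminescence gain marking luciferase activators.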
# Numbers without * were called inactive; · = no result given.
SMILES,PMI activator,Diaph inh CS,HMGR II inh,TNAP inh noacc,TNAP inh hiacc,TNAP act hi DEA,PMI act satM6P,G6PDH counter,Diaph act CS,FLuc act counter
CCOC(=O)C1(C)/C(=N/Nc2ccc(Cl)cc2)C(=O)C(=O)N1c1ccccc1 (stereo not drawn),1.6,12,-4,17,12,0.9,2.2*,-8,0.9,1.1
CCN(CC)CCCN1C(=O)C(O)=C(C(=O)c2ccco2)C1c1cc(OC)ccc1OC (stereo not drawn),1.1,2,·,-9,-2,1,1,6,1,1
COc1ccc(C2C(C(=O)c3ccco3)=C(O)C(=O)N2Cc2cccnc2)cc1OC (stereo not drawn),1.1,5,-4,1,-2,1,1,12,0.9,1
Cc1cccn2c(=O)c(C=O)c(N3CCN(c4ccccc4)CC3)nc12,0.9,4,-2,0,-1,1,0.9,16,1,1
CC1CC/C(=N/Nc2ccccc2)C(=O)N1 (stereo not drawn),1.7,7,-4,-16,-2,1,1.9,2,0.9,1
COc1ccc(NC(=O)COC(=O)CNS(=O)(=O)c2ccc(C)cc2)c(OC)c1,0.9,7,-3,-2,0,1,1,8,0.9,1.1
CO/N=C/NC(=O)c1cn(-c2ccc(F)cc2)c(=O)c2ccccc12,1,2,5,-7,-2,1,1,2,1,1
Cc1ccc(-n2nc(-c3cccs3)cc2C(=O)NCC2CCCO2)c(C)c1 (stereo not drawn),0.9,19,1,-3,0,1,1,17,0.8,1
O=c1cc(N2CCOCC2)cnn1-c1ccccc1,1.1,0,-3,-9,-3,1,1,-2,1,1
Cc1cc(Cl)ccc1OCCCC(N)=O,0.9,12,2,-11,-2,1,1,-3,0.9,1
Cc1ccc(S(=O)(=O)NCCC(=O)Nc2ccc(Cl)c(Cl)c2)cc1,0.8,21,-5,-18,0,1,0.9,5,0.8,1.1
CCOc1ccc(OCCSc2nnnn2C2CCCCC2)cc1,1,7,0,-4,-2,1,1,-18,0.9,1.1
Cc1csc(NC(=O)CN2CCCCCC2)n1,1,20,-2,2,-3,1,1,7,0.8,1.1
Cc1c(/C=N/NC(=O)c2ccccc2O)c2ccccn2c1C(=O)c1ccc(F)cc1,1,14,-1,4,9,0.9,1,21,0.9,0.9
NS(=O)(=O)c1ccc(CCNC(=O)C(=O)NCC2OCCN2C(=O)c2ccc3c(c2)OCO3)cc1 (stereo not drawn),1.1,2,-1,16,1,1,1.1,3,1,1.1
COc1ccc(C(C)=O)cc1COC(=O)CNC(=O)c1ccc(Cl)cc1,1,-2,-5,-12,-1,1,1,-13,1,1
Cc1ccccc1-n1c(SCC(=O)N2CCOCC2)nc(O)cc1=O,0.9,16,1,-13,-4,1,0.9,-4,0.8,1.1
CN(C)CCNC(=O)c1cc2ccccc2oc1=O,0.9,5,-5,-11,-3,1,1,5,1,1.1
COc1ccc(OC)c(-n2c(O)cnc2Nc2nc(C)cc(C)n2)c1,1.1,4,1,12,-2,1,1,7,1,1.1
Cn1ccnc1Sc1nc(Nc2cccc(Cl)c2)nc(N2CCOCC2)n1,1,3,-6,-12,-5,1,1,21,1,1
O=C(Nc1ccc(Oc2ccc(NC(=O)C3CCCO3)cc2)cc1)C1CCCO1 (stereo not drawn),0.8,27,2,-17,-5,1,0.8,4,0.7,1
COc1ccccc1N1CCN(C(=O)c2cc(-c3ccco3)on2)CC1,0.8,18,0,-15,-6,1.1,0.9,2,0.8,1.1
COC(=O)c1c(NC(=O)CSc2nnc(C)c(=O)[nH]2)sc(C)c1C,1,0,0,-10,-4,1,1,9,1,1
COc1ccccc1NC(=O)CSc1nnc(-c2ccco2)o1,1,13,-4,-15,-5,1,1,-2,0.9,1
O=C(CCc1nc2ccccc2c(=O)[nH]1)N1CCN(C/C=C/c2ccccc2)CC1,0.9,4,-19,-8,-8,1.1,1,7,1,1

# Single records (already shown). Screens in order: PMI activator	Diaph inh CS	HMGR II inh	TNAP inh noacc	TNAP inh hiacc	TNAP act hi DEA	PMI act satM6P	G6PDH counter	Diaph act CS	FLuc act counter
# COc1ccc(OC)c(-n2c(O)cnc2Nc2nc(C)cc(C)n2)c1 as listed: 1.1	4	1	12	-2	1	1	7	1	1.1
# Cc1ccc(-n2nc(-c3cccs3)cc2C(=O)NCC2CCCO2)c(C)c1 (stereo not drawn) as listed: 0.9	19	1	-3	0	1	1	17	0.8	1

# Additional results
SMILES,PMI activator,Diaph inh CS,HMGR II inh,TNAP inh noacc,TNAP inh hiacc,TNAP act hi DEA,PMI act satM6P,G6PDH counter,Diaph act CS,FLuc act counter
O=C(Cc1ccc(F)cc1)Nc1ccc(F)c([N+](=O)[O-])c1,1,7,-2,-3,-5,1.1,1,3,0.9,1.1
Cc1[nH]c(=O)[nH]c(=O)c1S(=O)(=O)N1CCC(C(=O)N2CCN(Cc3ccccc3)CC2)CC1,1,17,-1,-11,-7,1.1,1,-1,0.8,1
COc1ccc(-c2noc(CCC(=O)Nc3nc4ccccc4s3)n2)cc1,0.9,9,0,-8,-4,1,1,2,0.9,1
COc1ccc(NC(=O)CSc2ccc3c(c2)OCCO3)cc1OC,0.9,13,-6,-3,1,1,0.9,3,0.9,1
O=C(C1CCCO1)N1CCN(Cc2c(O)ccc3ccccc23)CC1 (stereo not drawn),0.6,56*,1,-11,-10,1.1,0.7,22,0.4,1
Cc1cc(C)c(CN2CCCC(CNC(=O)c3ccc(F)cc3)C2)c(-n2cccn2)c1 (stereo not drawn),1,14,-6,-18,-10,1.1,1,12,0.9,1.1
CCOC(=O)c1cnn(Cc2ccccc2)c1N,1.1,-8,2,-8,-2,1,1.2,1,1.1,1
Cc1ccccc1-n1c(=O)cc(N2CCCCCC2)[nH]c1=O,0.5,24,-4,-1,-5,1,0.4,10,0.8,1
Cc1cc(C)cc(C(=O)NCCCc2ccccc2)c1,0.9,24,-4,-7,-4,1,0.8,21,0.8,1
COc1ccc2c(c1)[nH]c1c(=O)n(CCCN3CCOCC3)cnc12,1,16,-4,-13,-8,1.1,1,3,0.8,1.1
O=C(CN1CCOCC1)Nc1ccc(N2CCN(c3ccccc3)CC2)c(F)c1,0.9,12,-1,-5,-3,1,0.9,12,0.9,1
COC(=O)C1=CN(CCCN2CCCC2=O)C=C(C(=O)OC)C1c1ccccc1C(F)(F)F,1,12,-7,-44,-16,1.2,1,3,0.9,1.1
O=C(OCCN1C(=O)CCC1=O)c1ccc(S(=O)(=O)N2CCCCC2)cc1,1,11,-1,-13,-6,1.1,1,-2,0.9,1.1
CCCc1nc(SCC(=O)NNC(=O)c2ccc(OC)cc2)c2ccccc2n1,1.1,-8,6,-126,-6,1.1,0.9,-3,1.1,1
COc1ccc(C2Nc3ccccc3C(=O)N2c2ccc(C)cc2)cc1Cn1nc(C)c([N+](=O)[O-])c1C (stereo not drawn),0.9,35,-1,-6,-4,1,0.9,-2,0.7,1
O=C(Cn1c(=O)oc2cc(S(=O)(=O)N3CCCC3)ccc21)N1CCN(c2ccccc2)CC1,1.1,0,-3,-2,-8,1.1,1.1,10,1,1
CC(C)(C#CCN1CCCC1)OCCC#N,1.1,5,-3,-8,0,1,1.1,7,0.9,1
CCOC(=O)N1CCN(C(=O)CN(Cc2ccc(Cl)cc2)S(C)(=O)=O)CC1,1,-4,-6,-7,-7,1.1,1,14,1,1
CCn1c(SCc2nc3ccccc3c(=O)[nH]2)nc2ccccc2c1=O,0.9,11,-9,-5,0,1,0.9,-1,0.9,1
CN(C)c1nc(OCC(=O)NC(C)(C)C)nc(N(C)C)n1,0.9,7,2,1,0,1,1,2,0.9,1
CC(C)CNC(=O)CSc1nnc(CN2CCCCCC2=O)n1-c1ccccn1,1,16,1,-7,0,1,1,5,0.8,1
Cc1ccc(-c2nnc(N(C)C(=O)c3cccnc3)s2)cc1,0.9,3,-4,-6,-4,1,1,4,1,0.7
O=C(Nc1ccccc1Cl)NC1(C(=O)NCCCN2CCOCC2)CCCCC1,1,7,-2,-17,-6,1.1,1,-3,0.9,1.1
O=C(COC(=O)C1Cc2ccccc2CN1C(=O)c1ccccc1)Nc1ccc(SC(F)F)cc1 (stereo not drawn),0.9,16,-2,-4,4,1,0.9,-37,0.8,1
CC(C)COc1ccccc1C(=O)NC(CO)C(=O)O (stereo not drawn),0.8,16,3,-10,-6,1.1,0.9,14,0.8,1

# Arranged by value in PMI act satM6P (rising): some entries from above
molecule | PMI act satM6P
Cc1ccccc1-n1c(=O)cc(N2CCCCCC2)[nH]c1=O | 0.4
Cc1cc(C)cc(C(=O)NCCCc2ccccc2)c1 | 0.8
CCn1c(SCc2nc3ccccc3c(=O)[nH]2)nc2ccccc2c1=O | 0.9
O=C(Nc1ccccc1Cl)NC1(C(=O)NCCCN2CCOCC2)CCCCC1 | 1
O=C(Cn1c(=O)oc2cc(S(=O)(=O)N3CCCC3)ccc21)N1CCN(c2ccccc2)CC1 | 1.1
CCOC(=O)c1cnn(Cc2ccccc2)c1N | 1.2

# (list continues)
SMILES,PMI activator,Diaph inh CS,HMGR II inh,TNAP inh noacc,TNAP inh hiacc,TNAP act hi DEA,PMI act satM6P,G6PDH counter,Diaph act CS,FLuc act counter
COC(=O)c1ccc(NC(=O)Nc2cccc(F)c2)cc1,0.9,13,2,-4,-2,1,1,4,0.9,0.9
O=C(Nc1cccc2ccccc12)N1CC=CCC1,0.8,31,-4,-11,-4,1,0.8,0,0.7,1.1
COCCCn1c(C)nc2c(c1=O)c1nc3ccccc3nc1n2CCc1ccccc1,0.9,18,-4,-13,-5,1.1,0.9,-1,0.8,1.1
CC(C)n1c(=S)[nH]c2ccccc2c1=O,0.9,1,-5,-12,-4,1,1,4,1,1
O=C1CCCN1c1cccc(Br)c1,1,7,-3,-7,-5,1,1,6,0.9,1
CCOC(=O)Cc1csc(NC(=O)COc2cc(C)cc(C)c2)n1,1,18,1,-6,-2,1,1.1,13,0.8,1.1
CSC1=C(C#N)C(c2ccccc2C)C(C#N)=C(N)N1 (stereo not drawn),1.1,20,-9,-5,-4,1,1.1,0,0.8,1.1
CCNCC(=O)N1c2ccccc2CCc2ccc(NC(C)=O)cc21,0.9,4,6,-6,-3,1,1,5,1,1
CCOC(=O)COc1cc(-n2c(=S)[nH]c3ccccc3c2=O)c(Cl)cc1Cl,0.9,24,-8,-4,-7,1.1,0.8,5,0.8,1.1
c1ccc(CNc2nc(-c3cccs3)nc3ccccc23)nc1,0.9,17,-4,-7,-6,1.1,0.9,7,0.8,1
